DRD3 agonist: D3 dopamine receptor (human) agonism; actives 0.58% (n = 410,000); AID 652048; D3R DiscoveRx beta-arrestin cells, luminescence, 90 min; max activation, %; in the data active = max activation above about 30%; also: 0% is about no effect; mostly tested at two doses, the higher about 12 µM
Target sequence (P35462 whole entry, looked up): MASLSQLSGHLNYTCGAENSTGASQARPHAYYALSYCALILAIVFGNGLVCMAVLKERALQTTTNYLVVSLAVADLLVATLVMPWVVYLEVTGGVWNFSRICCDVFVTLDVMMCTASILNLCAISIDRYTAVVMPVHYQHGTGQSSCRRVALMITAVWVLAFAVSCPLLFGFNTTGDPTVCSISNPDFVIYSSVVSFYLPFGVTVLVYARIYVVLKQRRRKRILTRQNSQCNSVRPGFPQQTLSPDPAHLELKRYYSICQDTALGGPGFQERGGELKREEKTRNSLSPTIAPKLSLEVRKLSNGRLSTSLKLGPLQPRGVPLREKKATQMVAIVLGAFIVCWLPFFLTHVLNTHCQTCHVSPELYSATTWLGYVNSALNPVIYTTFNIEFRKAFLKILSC
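Agonist-mode cell screen: cells plated at 1500/well and incubated overnight at 37 °C, then exposed to library compounds for 90 min at 37 °C. Detection reagent was added for 30–60 min at room temperature, and luminescence was read.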
PTHR1 agonist: PTHR1 (human) receptor agonism; actives 0.075% (n = 410,000); HEK293 GP2 PTHR1 cells, GloSensor cAMP luminescence, 1 h; Potency, µM (titrated, usually from 115 µM), without a hit: top-dose activation, actives largely listed as activators; Q03431; also: potency is read from the fitted curve at half-maximal effect; nearly all actives have a fitted effect of over 55% in size; some results filed as inactive show a strong effect at the top dose; inactives centre near -15; many of its hits are not listed in these tables
Target sequence (Q03431 whole entry, looked up): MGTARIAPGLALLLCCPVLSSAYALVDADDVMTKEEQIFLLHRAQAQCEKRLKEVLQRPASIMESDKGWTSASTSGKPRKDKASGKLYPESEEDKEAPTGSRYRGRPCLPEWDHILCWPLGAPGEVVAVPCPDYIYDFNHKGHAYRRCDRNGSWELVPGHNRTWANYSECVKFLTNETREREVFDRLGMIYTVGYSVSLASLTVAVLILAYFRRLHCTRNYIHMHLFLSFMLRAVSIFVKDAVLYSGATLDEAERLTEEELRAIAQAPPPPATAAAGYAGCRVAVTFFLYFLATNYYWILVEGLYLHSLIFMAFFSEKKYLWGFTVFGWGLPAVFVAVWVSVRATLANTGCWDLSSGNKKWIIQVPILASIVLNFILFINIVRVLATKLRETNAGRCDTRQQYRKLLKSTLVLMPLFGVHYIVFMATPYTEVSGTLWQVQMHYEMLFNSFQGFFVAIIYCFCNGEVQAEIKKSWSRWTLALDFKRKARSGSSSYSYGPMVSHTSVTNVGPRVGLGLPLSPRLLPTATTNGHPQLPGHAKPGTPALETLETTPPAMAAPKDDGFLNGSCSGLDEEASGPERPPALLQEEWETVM
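HEK-293-derived GP2 cells expressing PTHR1 and a GloSensor cAMP reporter, 3,000/well, plated overnight, given luciferin plus IBMX (each 0.5 mM as added) for 1 h at 37 °C, then compound for 1 h at 37 °C. Luminescence was read after 15 min at room temperature.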
CCT chaperon mod: modulators of cytosolic chaperonin (CCT/TRiC) activity. actives 0.3% (n = 360,000). AID 651819. activity change, % (test concentration not listed), hits read low. purified chaperonin ATPase assay, HTRF ADP detection, 30 min; in the data active = activity change below about -30%; also: % is scaled to controls: 0 for no effect and ±100 for the full control effect
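Nucleotide hydrolysis assay: TRiC at 20–40 nM final (set by batch activity) with 10 uM ATP, 30 min at 37 °C, in presence of 76 uM compound. Detection by competitive ADP HTRF, 30 min ambient.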
Akt phos inh: inhibitors of Akt phosphorylation; activity change, % for hits at 50 µM; actives 0.32% (n = 360,000); Neuro2A IGF-stimulated pAkt S473 HTRF, 20 min; hits give low values; in the data active = activity change below about -80%; inconclusive = mostly about -51% to -80%; also: % is scaled to controls: 0 for no effect and ±100 for the full control effect
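Neuro2A cells in DMEM with 0.5% FBS, overnight at 37 deg C, given compound at single 50 µM final, then IGF (6 nM final) for 20 min at 37 deg C. Lysed; phospho-Akt Ser473 by HTRF after 24 h, 665/615 ratio.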
EPAC2 agonist: agonists of human EPAC2 (RAPGEF4) | actives 0.079% (n = 360,000) | EPAC2 activation, biochemical qHTS; response scale: 100% = 6.5 mM cAMP response | Potency, µM (highest dose often 154 µM), inactives show at the top dose activation, most hits filed as activators | Q8WZA2; also: potency is read from the fitted curve at half-maximal effect; nearly all actives have a fitted effect of over 50% in size
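Nucleotide exchange monitored as fluorescence drop when BODIPY-GDP leaves Rap1B. Reaction: 100 nM EPAC2, 250 nM RAP1B-BODIPY-GDP, 50 uM GDP, room temperature, kinetic read over 30 min. Activity expressed relative to 6.5 mM cAMP.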
D3 antag: blocks the human D3 dopamine receptor; actives 2.5% (n = 360,000); AID 652054; P35462; D3R cells, DiscoveRx beta-arrestin luminescence, antagonist mode; hits give low values; max response, negative = inhibition, %; in the data active = max response below about -50%; inconclusive = no clear call, values can overlap the other calls; also: % is scaled to controls: 0 for no effect and ±100 for the full control effect; mostly tested at two doses, the higher about 12 µM
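Cells plated overnight at 1500 cells/well, then exposed to library compounds with dopamine controls for 90 minutes at 37 degrees C. DiscoveRx reagent added for 30–60 minutes at room temperature; luminescence read, quantitative HTS format.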
EPAC2 antag: EPAC2 (human) antagonism; Potency, µM (titrated, usually from 114 µM), without a hit: top-dose activity, negative = inhibition, usual class: inhibitors; AID 720708; EPAC2 GEF exchange of Rap1B-BODIPY-GDP, fluorescence; Q8WZA2; actives 0.18% (n = 360,000); also: potency is read from the fitted curve at half-maximal effect; % is scaled to controls: 0 for no effect and ±100 for the full control effect; nearly all actives have a fitted effect of over 45% in size; many of its hits are not listed in these tables
MmCpn inh: inhibitors of Methanococcus maripaludis chaperonin (MmCpn); Potency, µM (top dose mostly 76.9 µM), without a hit: at the highest dose activity, negative = inhibition, most hits filed as inhibitors; purified Mm-Cpn ATPase, ADP Transcreener TR-FRET; actives 0.031% (n = 330,000); also: potency is read from the fitted curve at half-maximal effect; % is scaled to controls: 0 for no effect and ±100 for the full control effect; nearly all actives have a fitted effect of over 80% in size
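Purified archaeal Mm-CPN (25nM final) preincubated 10 min at 37degC with compound, then 10uM ATP for 30 min at 37degC; ADP measured by HTRF Transcreener TR-FRET; buffer 30 mM TRIS pH 7.4, 100mM KCl, 5mM MgCl2, 1mM DTT.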
Numbers without * were called inactive; i = inactive; ? = inconclusive; / = not tested or not shown; [ ] = remark or other dose. Unless noted, calls follow the shape of the dose curve; as a rule, active = well fitted curve in the direction sought with a large enough effect; inconclusive = small, poorly fitted or top-dose-only effect, or another doubt; inactive = no such curve, though single readings can be large; an effect the other way counts as inactive or inconclusive. Only part of the results is shown; rates above refer to the full screens.

SMILES	DRD3 agonist	PTHR1 agonist	CCT chaperon mod	Akt phos inh	EPAC2 agonist	D3 antag	EPAC2 antag	MmCpn inh
Cc1cccc(C)c1NC(=S)N(CCN1CCCCCC1)Cc1ccco1	-21	-18%	1.6	i	1%	?	9%	2%
CC(=O)N1CCN(S(=O)(=O)c2ccc3c(c2)CC(=O)N3)CC1	5	-4%	0.5	i	12%	-9	4%	0%
Cc1ccc(S(=O)(=O)ON=C2CCN(S(=O)(=O)c3ccccc3)CC2)cc1	1	i	-2.0	i	11%	-4	-5%	-1%
O=C(COC(=O)c1ccccc1)NCc1cccs1	3	i	-0.2	i	6%	5	-3%	0%
CCN(CC)S(=O)(=O)c1cccc(NC(=O)C(=O)c2c(-c3ccccc3)cc3ccccn23)c1	-6	i	-3.5	i	7%	-3	-3%	-2%
CN1C(=O)C(CC(=O)NC2CCCCC2)SC1=Nc1ccccc1 (centres undefined)	-1	-7%	-2.1	i	11%	-3	-15%[57.1 µM]	5%
COc1cc(CNn2nnnc2N)cc(Br)c1OCC(=O)NC(C)(C)C	-3	i	-1.1	i	5%	40	1%	0%
O=C(Nc1ccccc1F)c1ccc(C(=O)c2ccccc2)cc1	-10	-27%	-2.5	i	5%	-73*	2%	1%
CCN(c1ccc(OC)cc1)S(=O)(=O)c1nnc(NC(=O)c2ccco2)s1	-12	-19%	-3.4	i	1%	0	-22%	-3%
CCC(=O)N(c1nnc(SCC(=O)Nc2sccc2C(N)=O)s1)C1CC1	6	-2%	-1.4	i	1%	21	-11%	/
CCS(=O)(=O)N1CCN(c2cc3c(cc2[N+](=O)[O-])n(C)c(=O)n3C)CC1	2	i	-3.9	i	2%	-19	-1%	0%
Cc1ccc(C(=O)NC(C)c2ccccc2)cc1Br (centres undefined)	-9	-29%	0.0	i	14%	-17	13%	0%
O=C(CN1CCN(Cc2ccc(Cl)cc2)CC1)N/N=C/c1ccncc1	-6	i	-2.4	i	11%	-10	-11%	-4%
Cc1cc(C)nc(/N=C(\N)Nc2cccc(OCc3ccccc3)c2)n1	0	-29%	-2.3	i	3%	18	-2%	3%
N/C(=N\OC(=O)c1ccc2c(c1)OCO2)c1ccc(Cl)cc1	-6	-22%	-0.3	i	5%	9	2%	0%
O=c1c2c(n3cnnc3n1C1CCCCC1)-c1ccccc1CC21CCCCC1	-10	13%[57.5 µM]	-6.5	/	12%	20	4%	0%
COc1ccc(-n2c(=S)[nH]c3cc(C(=O)NCCCN4CCCC4=O)ccc3c2=O)c(OC)c1	-4	-13%	4.4	i	13%	?	17%	0%
O=C(Nc1ccccc1Cc1ccccc1)c1ccccc1NS(=O)(=O)c1ccc(Cl)s1	16	-47%[inhibitor]	-0.5	i	13%	-11	32µM*	2%
O=C(CSc1nc2c(c(=O)n1-c1ccc(Br)cc1)SCC2)NCc1ccco1	17	-1%[57.5 µM]	1.0	/	-1%	24	1%	-5%
COc1ccc(NC(=O)Oc2ccccc2)cc1Cl	-5	i	-1.0	i	9%	1	-3%	2%
COc1cc(NC(=S)Nc2ccccn2)cc(OC)c1	0	i	1.4	i	8%	5	-1%	1%
O=C(Nc1c(Cl)cccc1Cl)C1CCN(C(=O)c2cccs2)CC1	1	i	-0.4	i	12%	-11	0%	0%
Cc1nc(N)sc1-c1csc(Nc2ccc(S(N)(=O)=O)cc2)n1	1	-38%[inhibitor]	-1.1	i	-3%	87	4%	-5%
O=C(Oc1cccc2cccnc12)c1cccc(N2C(=O)C3C4CCC(C4)C3C2=O)c1 (centres undefined)	-11	5%	-1.7	i	13%	-88*	0%	-2%
O=C(CCCc1ccccc1)Nc1ccccc1C(F)(F)F	0	i	-2.9	i	0%	-10	-2%	2%

Reprinted at random: 4 compounds from above
SMILES	DRD3 agonist	PTHR1 agonist	CCT chaperon mod	Akt phos inh	EPAC2 agonist	D3 antag	EPAC2 antag	MmCpn inh
CC(=O)N1CCN(S(=O)(=O)c2ccc3c(c2)CC(=O)N3)CC1	5	-4%	0.5	i	12%	-9	4%	0%
O=c1c2c(n3cnnc3n1C1CCCCC1)-c1ccccc1CC21CCCCC1	-10	13%[57.5 µM]	-6.5	/	12%	20	4%	0%
COc1ccc(NC(=O)Oc2ccccc2)cc1Cl	-5	i	-1.0	i	9%	1	-3%	2%
CN1C(=O)C(CC(=O)NC2CCCCC2)SC1=Nc1ccccc1 (centres undefined)	-1	-7%	-2.1	i	11%	-3	-15%[57.1 µM]	5%

(continued)
SMILES	DRD3 agonist	PTHR1 agonist	CCT chaperon mod	Akt phos inh	EPAC2 agonist	D3 antag	EPAC2 antag	MmCpn inh
CC(=O)Nc1ccccc1-c1ccccc1[N+](=O)[O-]	15	i	-1.1	i	4%	16	7%	/
CCCS(=O)(=O)NC(=O)C1(C)CCCN(C(=O)C(C)(C)Oc2ccc(Cl)cc2)C1 (centres undefined)	1	-29%	1.2	i	0%	6	11%	/
O=C(O)c1c(Cl)c(Cl)c(Cl)c(Cl)c1C(=O)N1CCOCC1	-7	i	-0.4	i	-2%	0	-7%[57.1 µM]	-2%
CC(=O)c1ccc(-n2ccc(=O)cc2)cc1	-3	7%	3.1	i	1%	17	-11%	-3%
Cc1ccc(-c2ccc(C(=O)NCCCNC(=O)c3cnccn3)o2)cc1Cl	1	i	-0.4	i	-7%	16	-11%	?
COc1ccc(Cc2n[nH]c(=S)n2NC(=O)Nc2ccc(C)cc2)cc1	0	-9%	1.0	i	-1%	-15	1%	4%
COCCN(C(=O)COC(=O)c1ccc(Cl)nc1)c1c(N)n(Cc2ccccc2)c(=O)[nH]c1=O	2	i	0.9	i	2%	7	5%	0%
COc1cc2cc(CN(Cc3nnnn3Cc3ccco3)C3CCCCC3)c(=O)[nH]c2cc1OC	-7	-1%[57.5 µM]	-4.7	i	0%	-2	0%[57.1 µM]	-2%
O=C(O)C1=C[C@@H](C2CCCCC2)C[C@@H](OCc2ccc(CO)cc2)O1	26	0%	0.5	i	4%	20	-8%	/
CCOC(=O)CCCNC(=O)CCNC(=O)c1ccc(OC)cc1	0	i	-0.5	i	-2%	1	-1%	2%
Cc1ccc(-c2nnn(CC(=O)N(c3cnc4ccccc4c3)C(C(=O)NC3CCCC3)c3ccncc3)n2)o1 (centres undefined)	1	9%	-2.9	i	-7%	-13	-10%	2%
O=S(=O)(c1ccc2nc(SCc3ccc(Cl)cc3)[nH]c2c1)N1CCOCC1	0	-36%[inhibitor]	0.4	i	20%	-5	-7%	3%
C=CCNC(=S)/N=c1/scc(C)n1C	-1	-4%	-1.6	i	2%	2	4%	2%
CC(=O)Nc1cccc(OCCCNS(=O)(=O)c2ccc(C#N)cc2)c1	-5	-21%	-2.3	i	0%	8	11%	1%
CC1CN(Cc2cn(C)nc2-c2ccc(Oc3ccccc3)cc2)CCN1C (centres undefined)	-3	-21%	-4.4	i	-2%	-5	-4%	0%
O=C(NC(=S)NCc1cccnc1)c1ccccc1	7	i	2.1	i	-3%	7	6%	-1%
COC(=O)c1cc(OC)c(OC)cc1NC(=S)N1CCCC(CO)C1 (centres undefined)	13	i	-1.9	i	4%	19	8%	0%
COc1ccccc1S(=O)(=O)Cc1ccc(C(=O)NCCN2CCCCCC2)o1	-7	-22%	2.1	i	0%	5	-1%	0%
O=C(CN1CCN(Cc2ccccc2)CC1)NCCc1ccccc1	-7	-14%	1.0	i	12%	-9	8%	-2%
O=C(CSc1n[nH]c(=O)[nH]c1=O)Nc1c(Cl)cc(Cl)cc1Cl	7	-24%	-0.8	i	-1%	-8	-4%	-2%
O=C(OCC(=O)N(C1CCCCC1)C1CCCCC1)c1cnccn1	5	-13%[57.5 µM]	-0.7	i	-10%	16	3%	-2%
CSc1cccc(NC(=O)c2ccco2)c1	-9	-3%[57.5 µM]	0.8	i	3%	-15	10%	-1%
COc1ccc(OC)c(S(=O)(=O)NC(N)=NCCc2ccccc2)c1	2	i	1.4	i	14%	4	4%[57.1 µM]	-3%
CC1CN(CCCCSc2ccc(Cl)cc2)CC(C)O1 (centres undefined)	9	18%	-0.2	i	-2%	7	-20%	0%
CCOc1cc(/C=N/NC(=O)C(C)Sc2ccccc2)ccc1O (centres undefined)	6	-15%	-1.1	i	5%	9	-1%	3%
(further entries)
SMILES	DRD3 agonist	PTHR1 agonist	CCT chaperon mod	Akt phos inh	EPAC2 agonist	D3 antag	EPAC2 antag	MmCpn inh
CCCSc1nc2c(=O)[nH][nH]c(=O)c2n1Cc1ccccc1	0	-19%	0.3	i	-4%	9	5%	-2%
COc1ccc(OCc2nnc(SCC(=O)Nc3ccccc3F)o2)cc1	5	i	-1.2	i	11%	13	-4%	-1%
CN1CCCC(OC(=O)CCCC(=O)OC2CCCN(C)C2)C1 (centres undefined)	4	-23%[57.5 µM]	-1.4	i	11%	17	5%	-1%
Cc1ccc(Nc2nnc(SCC(=O)N(C)C3CCS(=O)(=O)C3)s2)cc1 (centres undefined)	-3	-76%[inhibitor]	1.8	i	7%	-16	-5%	-1%
CSCCC(=O)N1CCC(n2nccc2NC(=O)CCc2ccccc2)CC1	6	0%	-2.8	i	-3%	-21	13%	-2%
O=Cc1cnc(N2CCN(Cc3ccccc3)CC2)s1	11	-8%	0.4	i	6%	10	-2%	-4%
COCCn1ccc2c(OCC(=O)Nc3cccc(NC(C)=O)c3)cccc2c1=O	-16	5%	-3.3	i	-4%	-23	-5%	1%
COc1ccc([N+](=O)[O-])cc1N(CC(O)CN1CCCC1)S(=O)(=O)c1ccc(C)cc1 (centres undefined)	-5	i	0.5	i	11%	-27	5%	2%
CCc1ccc(Nc2n[n+](-c3ccccc3)c(-c3cccc(Cl)c3Cl)s2)cc1	-11	i	3.0	i	2%	-7	-16%	56µM*
CC(=O)Nc1ccc(-c2nnn(CC(=O)c3ccccc3)n2)cc1Cl	0	-7%[57.5 µM]	-0.6	i	-9%	-26	-7%	-1%
CCOC(=O)C1=CCN(S(=O)(=O)c2ccc(C)cc2)C1c1cccc(Cl)c1 (centres undefined)	-4	-45%[inhibitor]	-0.7	i	8%	-15	?	/
C=CCn1c(N)cc(=O)nc1SCC(=O)Nc1cccc2ccccc12	-1	-2%	0.5	i	-1%	5	4%	0%
N#Cc1ccccc1S(=O)(=O)N1CCN(C(=O)c2cn(-c3ccccc3)nc2-c2cccnc2)CC1	7	-3%	0.2	i	7%	7	-2%	0%
Cc1ccccc1NC(=O)CSc1nnnn1C	-1	i	0.2	i	2%	47	13%	0%
